# PolyA inh: yeast polyadenylation inhibition. S. cerevisiae SKY197-pL101 polyadenylation reporter, beta-gal luminescence; efflux-impaired pdr1/pdr3 knockout yeast; score 100 = 6 SD above DMSO. actives 0.02% (n = 300,000). calls only at 12 µM;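 active = lowest replicate activity score at least 50, where 100 means six control SD above control mean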;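 note: yeast exposed to compound for 9 h at 30 °C; higher score means more reporter readthrough which indicates perturbed polyadenylation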
# HSF1 inh: HSF1 inhibition; AID 2098; NIH3T3-HGL HSE-luciferase, MG132-induced, luminescence 8 h; stronger effect = lower value; actives 0.77% (n = 300,000); activity change, negative = inhibition, % at 7.5 µM (by protocol);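 active = more than half of replicate wells show activity change below -50%, luminescence cut by over half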;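 note: luciferase reports HSF-1 transcriptional activity via heat shock element; 0% = median of DMSO wells and -100% = zero luminescence signal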
# IEC-6 cytotox: kills IEC-6 intestinal cells in KLF5 counter-screen; IEC-6 cytotoxicity, luminescence viability; inhibition, % at 5 µM; actives 0.78% (n = 290,000); AID 1825; in the data active = inhibition above about 22%;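 note: 0% = plate median of test compound wells and 100% = cytotoxic reference compound wells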
# aSyn 5UTR inh: 5' untranslated region of α-synuclein, MLPCN primary screen; alpha-synuclein 5'UTR reporter, inhibitor activity; inhibition, % (tested at 7.5 µM); actives 0.82% (n = 300,000); AID 1813; in the data active = inhibition above about 60%;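 note: H4 neuroglioblastoma cells stably carrying SNCA 5'UTR luciferase fusion; 0% = DMSO wells and 100% = positive control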
# HSF-1 act: increases HSF-1 driven luciferase reporter signal | activation, % at 9 µM | NIH3T3-HGL HSF-1 luciferase reporter, MG132, 8 h; 100% = twice DMSO control signal | actives 1.7% (n = 300,000) | AID 504408;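 active = mean replicate activation of at least 50% with a set share of replicates each reaching 50%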;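 note: 0% = median of the neutral control wells and 100% = twice that signal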
# KLF5 inhibitor: suppresses KLF5 promoter-driven expression; inhibition, % at 5 µM; actives 0.23% (n = 290,000); DLD-1 KLF5 promoter-luciferase reporter, luminescence;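 active = inhibition above a per-plate limit of that plate's mean compound inhibition plus 3 SD, cut at about 60% in these data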;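 note: 0% = DMSO wells and 100% = LY294002 at 200 µM; higher means less KLF5 promoter-driven luciferase light; inactives centre near -14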
# GSK3B inh: inhibitors of human GSK3beta kinase; GST-GSK3beta kinase, ADP-Glo luminescence, 60 min; stronger effect = lower value; activity score (negative = inhibition), % at 10 µM; actives 0.038% (n = 300,000);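 active = more than half of replicate wells score below -50%, meaning over 50% inhibition versus plate controls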;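 note: 0% = median DMSO wells and -100% = median GW8510 positive control wells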
# Target sequence (P49841 whole entry, looked up): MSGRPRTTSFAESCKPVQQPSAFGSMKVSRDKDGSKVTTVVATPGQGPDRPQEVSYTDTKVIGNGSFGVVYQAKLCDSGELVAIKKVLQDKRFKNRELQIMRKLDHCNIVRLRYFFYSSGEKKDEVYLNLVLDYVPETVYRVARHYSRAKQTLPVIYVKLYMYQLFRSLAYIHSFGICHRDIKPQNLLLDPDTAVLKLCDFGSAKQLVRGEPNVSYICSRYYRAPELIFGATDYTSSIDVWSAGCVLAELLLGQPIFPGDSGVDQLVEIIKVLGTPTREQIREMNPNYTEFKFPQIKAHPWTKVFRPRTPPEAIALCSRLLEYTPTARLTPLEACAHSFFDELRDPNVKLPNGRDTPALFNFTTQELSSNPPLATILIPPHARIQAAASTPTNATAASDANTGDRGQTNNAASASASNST
#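 Test system – GST-tagged human GSK3beta kinase, cell-free · Incubation – 60 min enzyme reaction, room temperature · Signal – ADP-Glo luminescence · Also added – peptide substrate and ATP at 25 µM · Controls – DMSO neutral wells and GW8510 at 20 µM as positive · Buffer or medium – Tris/MgCl2 kinase buffer · Measure – Luminescence-derived activity versus plate DMSO and GW8510 wells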
# HSP90 refold inh: inhibitors of HSP90 luciferase refolding in rabbit reticulocyte lysate; luciferase refolding luminescence, 3 h; inhibition, % at 5.6 µM; actives 0.91% (n = 290,000); AID 1789;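 active = inhibition above the screen-wide mean plus 3 SD, computed separately per campaign, cut at about 16% in these data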;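 note: 0% = DMSO wells and 100% = 60 µM geldanamycin wells; inhibitors lower the luminescence because luciferase stays unfolded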
# GSK3 alpha inh: human GSK-3 alpha kinase inhibition; actives 0.1% (n = 320,000); AID 2650; P49840; ADP-Glo luminescence, 60 min; inhibition, % at 10 µM;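 in the data active = inhibition above about 50%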;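 note: GST-tagged GSK-3 alpha with peptide substrate and 25 µM ATP; 0% = DMSO neutral wells and 100% = GW8510 positive control wells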
# Target sequence (P49840 whole entry, looked up): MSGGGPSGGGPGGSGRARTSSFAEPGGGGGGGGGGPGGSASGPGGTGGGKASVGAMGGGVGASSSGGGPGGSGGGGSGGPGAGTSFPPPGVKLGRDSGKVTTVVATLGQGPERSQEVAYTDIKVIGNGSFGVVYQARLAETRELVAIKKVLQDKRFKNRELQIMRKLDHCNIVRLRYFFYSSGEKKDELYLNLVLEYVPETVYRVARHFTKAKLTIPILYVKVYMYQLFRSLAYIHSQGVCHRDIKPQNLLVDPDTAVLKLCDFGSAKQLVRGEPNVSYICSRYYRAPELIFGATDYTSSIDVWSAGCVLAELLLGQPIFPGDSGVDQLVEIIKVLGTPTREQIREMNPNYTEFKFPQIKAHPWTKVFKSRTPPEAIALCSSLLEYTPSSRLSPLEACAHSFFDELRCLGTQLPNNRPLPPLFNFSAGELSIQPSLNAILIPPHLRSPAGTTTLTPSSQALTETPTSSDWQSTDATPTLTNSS
# AI-2 QS modul: Vibrio harveyi AI-2 quorum sensing modulation. Vibrio harveyi JMH597 AI-2 luminescence/OD600 ratio, 9 h; stronger effect = lower value; strain lacks LuxN and CqsS sensors; 0 = neutral-control median. activity change, % at 7.5 µM. actives 0.4% (n = 300,000). AID 2094; in the data active = activity change below about -75%, passing the limit was not always enough;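 note: luminescence divided by OD600 gain over 9 h not by final OD600 alone; inactives centre near 13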
# The depositor's hits bear a star; i = inactive; / = not tested or not shown. Not all compounds are listed; count on the stated rates, not on these rows.
SMILES,PolyA inh,HSF1 inh,IEC-6 cytotox,aSyn 5UTR inh,HSF-1 act,KLF5 inhibitor,GSK3B inh,HSP90 refold inh,GSK3 alpha inh,AI-2 QS modul
O=C(CSc1ccccc1Cl)c1ccco1,i,0,2,-25,13,-12,-6,5,-1,6
Cn1c(CN2CCCC2)nc2cc(NC(=O)Nc3ccccc3)ccc21,i,2,-2,-15,-1,-41,6,-1,-5,4
CC1(C)S/C(=N/N=C/c2ccco2)NC1=O,i,-4,-1,-17,23,-31,-4,1,-1,-20
Cn1cc(C(=O)NC2CCCCCC2)c(=O)c2cc(S(=O)(=O)N3CCCC3)ccc21,i,-8,-6,9,-8,-20,-2,-9,-2,53
CCOC(=O)N1CCN(Cc2nc(N)nc(Nc3ccc(C)cc3)n2)CC1,i,-2,4,18,22,-15,2,7,/,3
Cn1c(SCC(=O)NCc2ccc3c(c2)OCO3)nc2scc(-c3cccs3)c2c1=O,i,-6,-5,-20,-3,7,0,3,1,37
N#Cc1ccccc1NC(=O)C1CC(=O)N(c2ccc3c4c(cccc24)CC3)C1 (centres undefined),i,3,-2,16,4,-22,4,-3,0,15
CSc1nc(-c2ccccc2)nc(N2CCN(C)CC2)c1C(C)=O,i,-7,7,-21,0,-14,0,-1,1,12
COc1ccc(OC)c(C2=NNC(=NCc3ccc4c(c3)OCO4)SC2)c1,i,6,-12,-4,10,-50,1,6,-1,35
CC(C)CC(NC(=O)C(CC(C)C)NC(=O)OC(C)(C)C)C(N)=O (centres undefined),i,1,0,-14,-13,-10,0,-1,-3,0
Cc1nnc(NC(=O)Cn2cnc3c2c(=O)n(C)c(=O)n3C)s1,i,-9,3,-2,6,-4,4,0,-2,-2
Oc1ccccc1C1=NCCNC(C(F)(F)F)=C1,i,-8,-3,33,12,-15,1,0,-1,9

# Looked up above.
# For IEC-6 cytotox, CC1(C)S/C(=N/N=C/c2ccco2)NC1=O has the entry -1
# For HSP90 refold inh, Cn1c(SCC(=O)NCc2ccc3c(c2)OCO3)nc2scc(-c3cccs3)c2c1=O has the entry 3

# An excerpt from above, reduced to HSF1 inh, GSK3 alpha inh and KLF5 inhibitor.
SMILES,HSF1 inh,GSK3 alpha inh,KLF5 inhibitor
CC1(C)S/C(=N/N=C/c2ccco2)NC1=O,-4,-1,-31
Oc1ccccc1C1=NCCNC(C(F)(F)F)=C1,-8,-1,-15

# Additional compounds
SMILES,PolyA inh,HSF1 inh,IEC-6 cytotox,aSyn 5UTR inh,HSF-1 act,KLF5 inhibitor,GSK3B inh,HSP90 refold inh,GSK3 alpha inh,AI-2 QS modul
Cc1nn(-c2ccccc2)c(C)c1C(=O)OCC(=O)N1CCN(S(=O)(=O)c2ccccc2)CC1,i,1,0,17,5,-22,6,-5,1,20
CCOC(=O)Cc1c(C)nc(-c2ccccc2)[nH]c1=O,i,-2,4,7,0,-8,-1,3,-1,15
COCCCNCCCCOc1ccc(Br)cc1C,i,5,0,-15,-9,-1,-2,-3,3,21
COC(=O)c1cc2ccsc2n1Cc1cccc(F)c1,i,18,4,15,34,-14,-1,-2,-1,9
Cc1noc(C)c1C(=O)OCC(=O)c1cc(C)n(Cc2ccccc2Cl)c1C,i,17,-5,-98,24,-23,1,-2,-1,7
N#Cc1ccccc1NC(=O)CN1C(=O)NC2(CCCC2)C1=O,i,-2,3,18,14,-4,-1,-5,0,16
O=C(NC1(C(F)(F)F)N=C(c2ccccc2)NC1=O)c1ccc(Cl)cc1Cl (centres undefined),i,0,6,-3,-9,-9,2,3,-4,-14
CN(CC(=O)N1CCCC1)S(=O)(=O)c1cc(Cl)ccc1Cl,i,-3,-2,5,12,-5,0,5,-2,22
O=C(N1CCNCC1)N1CCOCC1,i,-5,0,1,0,-12,-1,0,3,4
CCc1noc(C)c1C(=O)Nc1cccc2ncccc12,i,3,-9,-6,16,-26,3,-4,0,26
CN(C)c1cccc2c1C(=O)c1ccccc1C2=O,i,3,3,19,-1,-22,-2,-7,3,16
COc1ccc(-c2csc(NC(=O)c3ccccc3S(C)(=O)=O)n2)cc1,i,2,2,1,-1,-7,0,3,-1,26
COc1ccc(S(=O)(=O)N(C)C)cc1NC(C)C(=O)Nc1cccc(C#N)c1 (centres undefined),i,0,3,9,-1,-10,-2,4,-2,46
COc1ccc(C(CC(=O)c2ccc(O)cc2)S(=O)(=O)c2ccc(C)cc2)cc1 (centres undefined),i,56,-1,-250,50,-27,-3,3,-3,-91*
COc1cc(Br)c(/C=C/c2ccc3cccc(O)c3n2)cc1OC,i,11,-2,8,27,-32,3,1,-2,14
CCc1cc(OCCOCCN(C)C)ccc1Cl,i,-11,9,20,-11,-74,2,6,-2,26
COc1cc(NC(=O)c2ccc(Br)o2)ccc1NC(=O)C(C)C,i,8,5,-52,-8,-36,3,2,1,10
O=C(Nc1nnc(C2CCCCC2)s1)c1cccs1,i,11,2,-163,13,-72,1,0,-1,-4
CCOc1ccc(/C(O)=C2/C(=O)C(=O)N(CCCn3ccnc3)C2c2cccs2)cc1Cl (centres undefined),i,-38,3,8,-56,-28,-3,-3,-3,7
CC(C(=O)NC1CCCCC1)N1C(=O)c2cccc3cccc1c23 (centres undefined),i,-1,1,-19,10,-22,0,-6,1,27
CC1=CC(C)(C)n2c(O)c(N=NC(N)=S)c3cc(C)cc1c32,i,-1,-7,5,9,-20,0,0,/,7
Cc1ccc(OCC(=O)N(Cc2ccc(N(C)C)cc2)C2CCS(=O)(=O)C2)cc1 (centres undefined),i,1,0,-1,4,10,-2,2,-3,8
COc1cccc(NC(=O)CN(C)C(=O)c2cccc(S(=O)(=O)N3CCN(c4ccccc4)CC3)c2)c1,i,7,-2,1,23,-38,-3,5,11,13
O=C1COc2ccc(C(=O)NC3CC3)cc2N1,i,-6,6,17,15,-8,/,1,-3,/

# Reprinted at random: 3 compounds from above, in no set order.
SMILES,PolyA inh,HSF1 inh,IEC-6 cytotox,aSyn 5UTR inh,HSF-1 act,KLF5 inhibitor,GSK3B inh,HSP90 refold inh,GSK3 alpha inh,AI-2 QS modul
O=C(Nc1nnc(C2CCCCC2)s1)c1cccs1,i,11,2,-163,13,-72,1,0,-1,-4
CC1=CC(C)(C)n2c(O)c(N=NC(N)=S)c3cc(C)cc1c32,i,-1,-7,5,9,-20,0,0,/,7
COc1ccc(S(=O)(=O)N(C)C)cc1NC(C)C(=O)Nc1cccc(C#N)c1 (centres undefined),i,0,3,9,-1,-10,-2,4,-2,46

# Continued:
SMILES,PolyA inh,HSF1 inh,IEC-6 cytotox,aSyn 5UTR inh,HSF-1 act,KLF5 inhibitor,GSK3B inh,HSP90 refold inh,GSK3 alpha inh,AI-2 QS modul
CCCCN(CCCNC(=O)C1CCCN(S(=O)(=O)CC)C1)Cc1ccccc1 (centres undefined),i,-10,0,11,-9,-11,-2,2,1,22
CCC(C)NC(=S)N1CCN(Cc2ccc3c(c2)OCO3)CC1 (centres undefined),i,-2,-2,-1,4,8,-3,-5,0,7
CCOc1ccc(OCCSc2nc3ccccc3o2)cc1,/,3,-1,-6,-4,13,2,1,-3,23
Clc1ccc(C[n+]2cc(-c3ccccc3)n3c2CCC3)cc1,i,-9,1,-11,-3,-12,-10,2,2,18
COCC1CCN(Cc2nc(-c3ccc(OC)cc3)no2)CC1,i,0,2,-14,-6,11,3,0,1,4
Cn1cnnc1SCC(=O)Nc1cccc(S(=O)(=O)N2CCCCCC2)c1,i,0,4,12,-2,-13,0,1,/,36
O=C(NCC1CCCO1)c1ccc(S(=O)(=O)N2CCCCC2)cc1 (centres undefined),i,-2,-4,4,34,-31,2,-3,1,41
O=C(NCC1CCN(Cc2ccccc2F)CC1)Nc1cc(F)ccc1F,i,0,-3,-14,5,-13,-3,-2,10,54
COCCCn1c(C(=O)NC2CCCCC2C)cc2c(=O)n3cccc(C)c3nc21 (centres undefined),i,39,-1,13,71*,-45,-3,-4,-1,21
COc1cc(-c2nnn(CC(=O)NC3CCS(=O)(=O)C3)n2)ccc1OCc1ccccc1 (centres undefined),i,1,4,-126,5,-39,2,3,-4,24
CC1(O)C(=O)c2ccccc2N(c2ccccc2)C1=O (centres undefined),i,-6,0,12,-7,-8,-2,4,5,39
CCCOC1CCCN(C(=O)c2ccc(OC)c(OC3CCN(C(C)C)CC3)c2)C1 (centres undefined),i,4,5,-28,2,-22,-3,1,-1,9
CC(=O)Oc1ccc2c(C)c(CC(=O)N3CCN(C(=O)C4COc5ccccc5O4)CC3)c(=O)oc2c1C (centres undefined),i,-3,-11,-5,1,-19,8,-3,-2,20
Nn1c(Cc2cccc3ccccc23)nnc1SCc1c(Cl)cccc1Cl,i,12,-7,34,4,-1,-6,1,-2,1
CCOCCCNC(=S)N1CCC(NC(=O)C2CCCCC2)CC1,i,1,3,1,13,-19,2,-1,-2,23
CC(C)CCNC(=O)CN(Cc1cccs1)C(=O)CCC(=O)Nc1nccs1,i,3,-5,11,27,8,-18,-4,30,10
N#CCC(=O)Nc1ccc(C(=O)OC(C(=O)Nc2cc(C(F)(F)F)ccc2Cl)c2ccccc2)cc1 (centres undefined),i,8,/,12,6,/,2,/,-3,16
Cc1ccc(S(=O)(=O)N2CCCC(C(=O)NCCCN3CCCCC3C)C2)cc1 (centres undefined),i,6,-2,-2,0,-24,2,2,0,15
O=C(Cn1ncc2c3ccccc3n(Cc3cccc(Cl)c3)c2c1=O)NCC1CCCO1 (centres undefined),i,-1,3,8,6,-20,-1,-2,0,13
COc1ccc(N(C)S(=O)(=O)c2cccc(C(=O)OC(C(=O)Nc3cc(C)cc(C)c3)c3ccccc3)c2)cc1 (centres undefined),i,-9,-3,-33,-19,-35,0,-7,-2,5

# Screening data as filed in PubChem BioAssay.
